Source: PubChem BioAssay (The Scripps Research Institute Molecular Screening Center)
procasp7 counter – activates human procaspase-7, counter-screen for procaspase-3 activators; 330,000 compounds, 0.093% hits; recombinant procaspase-7, Ac-DEVD-pNA absorbance 405 nm; D23A/D198A/D206A triple mutant, cannot self-cleave; scale: DMSO 0, 5 µM enzyme 100; P55210; activation, % at 8.5 µM;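 active = percent activation above the screen-wide mean plus 3 SD, cut at about 25% in these data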
Target sequence (P55210 whole entry D23A/D198A/D206A): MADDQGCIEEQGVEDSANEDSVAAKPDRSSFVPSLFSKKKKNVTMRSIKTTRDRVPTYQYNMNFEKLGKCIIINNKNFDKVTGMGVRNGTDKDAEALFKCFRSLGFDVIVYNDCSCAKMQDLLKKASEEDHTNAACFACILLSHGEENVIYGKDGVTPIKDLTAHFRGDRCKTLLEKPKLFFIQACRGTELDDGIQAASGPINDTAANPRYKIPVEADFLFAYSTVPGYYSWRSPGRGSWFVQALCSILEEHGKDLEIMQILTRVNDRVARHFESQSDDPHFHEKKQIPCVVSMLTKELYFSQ
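buffer or medium = Zinc-free HEPES/NaCl buffer, pH 7.4 | material = Procaspase-7 triple mutant (PC-7 D3A) | input = 2 µM procaspase-7 mutant as dispensed | signal = Epi-absorbance of released pNA at 405 nm, two timepoints | timing = 1 h preincubation, 2 h reaction | replicates = singlicate compound testing | evaluation = % activation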
PP5 inh – PP5 (human) phosphatase inhibition. P53041. purified PP5c, OMFP substrate fluorescence. inhibition, % at 6.7 µM. 320,000 compounds, 0.18% hits. AID 1987;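 active = inhibition above the campaign's mean inhibition across all tested compounds plus 3 SD, cut at about 9.5% in these data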;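 note: 0% = DMSO only and 100% = 100 µM cantharidin control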
PP1 inh – blocks human PP1-alpha phosphatase, a PP5 counter-screen. P62136. purified PP1alpha, OMFP fluorescence. inhibition, % at 6.7 µM. 320,000 compounds, 0.9% hits;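 active = inhibition above the mean inhibition of all tested compounds plus 3 SD, computed separately for each screening campaign, cut at about 15% in these data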
Target sequence (P62136 whole entry, looked up): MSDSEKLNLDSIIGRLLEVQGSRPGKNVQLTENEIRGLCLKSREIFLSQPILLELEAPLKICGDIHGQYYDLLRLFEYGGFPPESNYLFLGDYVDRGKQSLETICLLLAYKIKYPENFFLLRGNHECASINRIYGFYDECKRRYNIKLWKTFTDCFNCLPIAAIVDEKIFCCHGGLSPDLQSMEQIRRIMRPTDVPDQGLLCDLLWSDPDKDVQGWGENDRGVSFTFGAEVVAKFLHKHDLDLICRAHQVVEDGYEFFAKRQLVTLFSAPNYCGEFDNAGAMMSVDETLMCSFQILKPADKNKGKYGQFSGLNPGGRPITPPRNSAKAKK
HCV core dimer – blocks dimerization of HCV core protein; TR-FRET GST/Flag-core106 dimerization, 1536-well; inhibition, % at 5 µM; 300,000 compounds, 0.33% hits; AID 1899;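 active = inhibition above the mean of all tested compounds plus 3 SD, set per screening campaign, cut at about 45% in these data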
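Test system: GST/Flag-tagged HCV core106 proteins; Medium: KF-containing HEPES buffer, pH 7.45, DTT, CHAPS, BSA; Times: compound-protein-antibody incubation 4 h at 22.5 °C; Detection: TR-FRET 671 and 617 nm emission; Benchmarks: wells lacking GST-core106 and wells with excess unlabelled core106.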
TPT1 inh – C. albicans TPT1 enzyme inhibition; recombinant caTPT1, FP RNA substrate dephosphorylation; inhibition, % at 5 µM; 300,000 compounds, 0.81% hits;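 active = inhibition above the mean of all tested compounds plus 3 SD, set per screening campaign, cut at about 24% in these data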;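 note: plate controls were DMSO alone for no effect and ferristatin control at 100 nM for full effect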
PAFAH2 FP inh – PAFAH2 (human) inhibition; Q99487; 340,000 compounds, 0.99% hits; recombinant PAFAH2, FP-rhodamine activity probe, fluorescence polarization; inhibition, % at 3.39 µM;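 active = inhibition above the mean over all tested compounds plus 3 SD, cut at about 30% in these data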;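 note: inhibitors block probe labeling of enzyme so polarization drops; 0% = enzyme with DMSO and 100% = wells lacking PAFAH2 protein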
AHR activator – human AHR activation; 320,000 compounds, 2.5% hits; P35869; activation, % at 5 µM; AHR-responsive luciferase reporter cells, luminescence; in the data active = activation above about 47%;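 note: 0% = vehicle wells and 100% = reference agonist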
proCasp3 act – procaspase-3 (human) activation; recombinant procaspase-3 D3A, Ac-DEVD-pNA absorbance 405 nm; 330,000 compounds, 0.11% hits; P42574; activation, % at 8.5 µM;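 active = activation above the mean of all tested compounds plus 3 SD, cut at about 21% in these data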;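 note: 0% = DMSO alone and 100% = DMSO wells spiked with extra 5 µM PC-3 D3A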
Target sequence (P42574 whole entry D9A/D28A/D175A): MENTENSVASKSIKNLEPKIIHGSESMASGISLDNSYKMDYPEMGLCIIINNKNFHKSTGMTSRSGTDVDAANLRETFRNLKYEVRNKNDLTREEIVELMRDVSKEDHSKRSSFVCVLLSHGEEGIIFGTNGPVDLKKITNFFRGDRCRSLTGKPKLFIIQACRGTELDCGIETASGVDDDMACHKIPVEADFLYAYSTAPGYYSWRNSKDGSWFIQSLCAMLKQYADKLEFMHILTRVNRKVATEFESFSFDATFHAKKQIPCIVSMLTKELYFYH
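assay system = Procaspase-3 D3A mutant | signal = absorbance at 405 nm, 0 and 120 min | times = 1 h preincubation plus 2 h reaction at 25 °C | repeats = single replicate | read-out = % activation between DMSO and enzyme-spiked controls | medium = Zinc-free HEPES saline buffer with Triton X-100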
Fh CTSL1 inh – counter-screen for PFM18AAP inhibitors: inhibitors of F. hepatica cathepsin L1; recombinant F. hepatica cathepsin L1, Z-Leu-Arg-MCA fluorescence; inhibition, % at 5.96 µM; 300,000 compounds, 0.49% hits; AID 1906;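 active = inhibition above the mean of all tested compounds plus 3 SD, set per screening campaign, cut at about 17% in these data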;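 note: 0% = plate median of test compound wells and 100% = 1 µM Z-Phe-Ala-diazomethylketone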
* = called active by the depositor; · = not tested or not shown.

Compound,procasp7 counter,PP5 inh,PP1 inh,HCV core dimer,TPT1 inh,PAFAH2 FP inh,AHR activator,proCasp3 act,Fh CTSL1 inh
Cc1ccccc1C(=O)NCCCCc1ccccc1,4.1,0.0,-1.9,9.2,-2.3,5.6,-2.2,-3.4,-1.3
CCOc1cc(/C=C/C(=O)c2ccc(OC)c(CN3CCOCC3)c2)cc(Br)c1O,-8.4,0.5,-2.3,11.0,55.4*,-7.8,2.6,0.8,6.0
O=C(N/N=C/c1ccccn1)c1ccc(Cl)c(Cl)c1,3.4,0.0,0.1,0.0,-2.1,-1.1,7.5,-2.7,9.2
O=C(NC1CCCC1)c1ccc(S(=O)(=O)N2CCCC2)cc1,0.7,1.6,-3.2,-3.4,3.0,1.5,0.0,4.4,-3.8
O=C(c1cc2cc(Br)ccc2s1)N1CCOCC1,-2.5,-0.5,0.4,1.8,-2.1,1.7,-4.4,6.3,-4.8
C=CCn1c(CSCc2ccc(C)cc2)nnc1SCC(=O)NCc1ccccc1,10.8,3.8,-1.9,5.6,0.1,-2.9,1.0,-0.8,-0.9
CC12CC(c3ccccc3O1)C(C(=O)NCc1ccccc1)C(=O)N2 (configuration not stated),-2.5,-2.2,-3.0,7.2,-1.8,5.1,-3.6,-4.3,0.1
COc1cccc(NC(=O)c2ccc3snnc3c2)c1,4.2,3.7,-0.2,4.4,-5.6,1.9,6.6,7.7,3.1
Cc1ccc(/C=C/c2ccc(=O)n(Cc3ccccc3Cl)n2)cc1,6.8,2.9,1.1,3.1,1.0,1.0,37.9,-6.1,2.0
O=C(c1ccco1)N1CCN(c2c([N+](=O)[O-])nn(-c3cccc(Cl)c3)[n+]2[O-])CC1,-4.9,-0.3,-1.5,2.2,-0.7,-1.1,2.7,3.5,5.2
O=C(Oc1cc(=O)oc2c1c(=O)n1c3c(cccc23)CC1)c1ccc(F)cc1,2.8,-0.2,1.4,8.3,1.3,·,7.0,0.0,1.9
Cc1c(Cl)cccc1NC(=O)c1ccco1,-0.1,0.1,-1.5,-2.1,-5.6,-1.7,-1.5,3.9,1.7
Cc1ccc(C(=O)NNC(=O)Cc2csc(-c3csc(C)n3)n2)cc1,-0.6,2.5,-1.9,-2.0,0.8,7.5,1.0,-5.6,-6.8
CCc1ccc(C(C(=O)NC2CCCC2)N(C(=O)/C=C/C(=O)Nc2cc(C)on2)c2ccccc2C)cc1 (configuration not stated),-1.7,4.6,-1.2,21.8,-0.8,-4.5,1.1,1.5,0.1
CCOC(=O)C1=C(C)NC(=O)C(C(N)=O)C12CCCCC2 (configuration not stated),-6.2,2.3,-4.1,-7.1,-0.7,-2.3,2.7,0.8,0.1
Cc1ccc(S(=O)(=O)NC2(C(=O)O)CCCCC2)cc1,2.3,0.0,-3.2,-13.3,-2.4,5.4,-0.2,-0.4,-0.9
CCN(CC)C(=O)c1cn(C)c(=O)c2cc(OC)c(OC)cc12,-1.5,1.7,2.4,3.0,-2.9,-0.5,-6.4,1.5,-2.0
C[N+]1=C(/C=C/Nc2ccccc2Cl)C(C)(C)c2ccccc21,-10.1,-0.3,0.2,3.4,-3.9,-10.6,1.9,-5.1,0.0
O=C(Nn1cnnc1)c1ccc([N+](=O)[O-])cc1Cl,0.2,-1.4,-5.6,-0.5,-1.7,7.6,13.8,-2.7,-1.8
O=C1c2ccccc2NC(c2ccc(O)cc2)N1/N=C/c1ccc(O)cc1 (configuration not stated),7.2,0.5,-1.6,-20.4,4.4,-0.9,34.2,0.4,0.1
CCCCCN(C(=O)CCC(=O)OCC(=O)Nc1cccc(SC)c1)c1c(N)n(CCCC)c(=O)[nH]c1=O,8.6,2.4,-2.9,-8.2,-2.7,3.0,1.1,2.2,5.0
COc1ccccc1CNCC(c1ccccc1)c1ccccc1,2.5,-0.1,-2.4,0.1,-3.4,-2.5,-0.5,-0.1,-2.9
CCC(=O)N1CCN(c2nc(-c3ccc(Cl)cc3)cs2)CC1,-1.1,3.4,-2.3,1.1,2.3,-6.0,10.7,-4.7,-1.1
CCC(NC(=O)CN1CCN(C(=O)c2cccs2)CC1)c1ccc(C)cc1 (configuration not stated),2.5,-2.0,-1.8,·,·,-3.8,-0.3,3.1,·
CCOC(=O)C1CCN(C(=O)COC(=O)c2ccc3c(c2)C(=O)N(c2ccc(OCC)cc2)C3=O)CC1,5.2,-2.1,1.2,0.8,-1.7,4.2,1.0,4.3,-5.8
CCOc1ccc(NCc2nnc(SCc3ccccc3Cl)n2-c2ccccc2)cc1,-6.0,8.8,4.5,6.3,1.9,5.2,2.0,9.6,2.4
COc1ccc(/C=N/NC(=O)c2ccc3nc[nH]c3c2)c(OC)c1OC,0.0,-1.7,-1.4,4.2,-1.4,·,1.8,-1.2,4.8
COc1ccc(C(=O)NCCCN=C2NS(=O)(=O)c3ccccc32)cc1,12.1,1.7,-1.8,-4.1,-4.1,1.6,1.9,-2.5,-2.6
COC(=O)c1nn(-c2ccc(OC)cc2)c(=O)cc1Sc1ccc(C)cc1,2.5,-2.2,4.0,6.1,3.5,·,8.5,7.4,3.0
CC(C)(C)NC(=O)C(c1ccco1)N(Cc1ccc2c(c1)OCO2)C(=O)Cn1nnc2ccccc21 (configuration not stated),5.3,2.2,-1.7,9.7,-5.4,10.8,13.2,5.3,0.1

TPT1 inh: hit marks shown above
canonical_smiles | PP5 inh | HCV core dimer | TPT1 inh | PAFAH2 FP inh | AHR activator | proCasp3 act
CCOc1cc(/C=C/C(=O)c2ccc(OC)c(CN3CCOCC3)c2)cc(Br)c1O | 0.5 | 11.0 | 55.4* | -7.8 | 2.6 | 0.8

(more compounds)
Compound,procasp7 counter,PP5 inh,PP1 inh,HCV core dimer,TPT1 inh,PAFAH2 FP inh,AHR activator,proCasp3 act,Fh CTSL1 inh
CONC(=O)C1CCN(C(=O)OCc2ccccc2)CC1,7.1,3.2,-1.0,-4.4,-3.4,-17.4,7.0,-1.1,-3.2
O=C(CNc1ccc(Br)cc1)c1ccc(O)cc1,-4.5,3.2,-1.3,2.0,-5.1,3.2,-0.1,-5.6,-3.6
COc1ccccc1N1CCN(Cc2ccc(OC)c3ccccc23)CC1,-4.4,-0.9,1.7,-3.5,1.2,-0.6,-1.2,5.3,1.0
CSc1nc(C)cc(Oc2ccc(OCC(N)=O)nn2)n1,6.0,-1.6,-3.0,-3.9,3.8,0.1,-1.1,8.9,-1.0
COc1cc(CN(C(=S)NCC(=O)NC2CCCC2)C2CCCC2)cc(OC)c1OC,0.9,0.2,0.6,-5.3,-6.7,-3.4,-0.1,4.6,-1.1
CCN1CNC(=S)N(C(C)c2ccccc2)C1 (configuration not stated),-0.3,0.6,-4.4,4.3,-1.2,-5.5,-0.2,1.9,2.6
O=C(O)C1CCCN1C(=O)OCC1c2ccccc2-c2ccccc21 (configuration not stated),9.6,-1.1,-2.8,2.4,2.6,0.6,0.4,-6.8,1.3
C=CCNC(=O)c1onc(CSc2ccc(F)cc2)c1C(=O)O,-0.5,1.6,1.8,-15.8,-3.5,12.1,2.8,11.2,6.1
CC(C)C(NC(=O)c1ccc(C(C)(C)C)cc1)C(=O)Nc1ccc(N2CCOCC2)cc1 (configuration not stated),4.9,2.4,2.2,·,·,-2.6,4.0,3.2,·
COc1ccc(N(Cc2cc3cc(OC)ccc3[nH]c2=O)C(=O)C2CCCO2)cc1 (configuration not stated),5.1,-0.1,-4.4,4.7,-5.8,2.2,11.9,-0.6,-2.6
O=C(CN1C(=O)NC2(CCc3ccccc3C2)C1=O)Nc1ccc(Cl)cc1F (configuration not stated),-7.1,3.4,-1.4,-4.0,-4.8,-7.9,0.7,2.8,6.1
CS(=O)(=O)N(CC(=O)NCc1ccccc1)C1CCCCC1,-8.7,-1.2,-3.1,5.4,-3.2,-1.0,-1.4,-3.5,0.4
CN1CC2=Cc3ccccc3OC23Oc2ccccc2C=C3C1,2.1,2.6,1.5,-8.0,-2.7,0.5,16.2,4.2,3.8
CCOc1ccc(CC(=O)Nc2sc(Cc3ccccc3)c(C)c2C(N)=O)cc1OCC,-4.5,1.6,7.7,12.8,12.1,-4.5,0.6,-4.8,4.8
CN1C(=O)C(C)(C)c2cc(S(=O)(=O)NCC3CCC(C(=O)NC4CCCCC4)CC3)ccc21 (configuration not stated),5.4,-2.6,-5.9,-2.3,-2.0,0.7,0.2,-3.0,0.9
CC(=O)c1ccc(N2CCN(C(=O)C3CCN(C(=O)Nc4ccccc4)CC3)CC2)cc1,7.1,-0.6,-4.0,·,·,-1.9,-0.3,8.2,·
CCOc1ccc(NC(=O)CN(C)C(=O)/C=C/c2ccc(S(=O)(=O)N3CCCCCC3)cc2)cc1OCC,-0.5,-3.0,-1.5,6.5,1.4,-3.7,8.0,0.7,-1.1
Nc1ccc2nc(-c3ccccc3)cnc2c1,-9.8,-0.6,-3.6,-1.6,-39.2,3.6,4.1,-13.1,-0.3
COc1ccc(N2CCN(/C(=N\S(=O)(=O)c3ccccc3)Nc3nc(C)cc(C)n3)CC2)cc1,17.1,2.2,3.5,-2.3,-0.2,-6.3,10.6,9.2,-0.6
Cc1nnc(SCCCCSc2nnc(C)c(=O)[nH]2)[nH]c1=O,0.0,0.1,-5.6,-4.2,-2.8,0.1,-0.3,3.1,-2.2
Cc1cc2oc3c(c(=O)c2cc1C)C(c1ccc(C(C)C)cc1)N(CCCN1CCOCC1)C3=O (configuration not stated),-4.7,-2.1,2.2,-3.0,-0.8,-1.1,1.8,-7.5,2.3
